Mtb BioA inh = M. tuberculosis BioA enzyme inhibitors, primary screen, biochemical, plate reader, single point, HTS | purified M. tuberculosis BioA enzyme | inhibition, % at 9.99 µM | hit rate 0.096% among 360,000 | AID 602481, 2012; in the data active means inhibition above about 40%; inconclusive means no clear call, values can overlap the other calls
BoNT F protease = BoNT/F light chain protease inhibitors, primary screen, biochemical, flow cytometry, MLPCN library; Botulinum neurotoxin type F light chain protease (Clostridium botulinum); Multiplex microsphere protease cleavage assay; inhibition, % at 10 µM; hit rate 0.22% among 360,000; in the data active means inhibition above about 35%, passing the limit was not always enough; inconclusive means no clear call, values can overlap the other calls; further: plate controls were buffer without enzyme for full effect and enzyme alone for no effect
PrPC surface inh = inhibitors of human cell surface prion protein PrPC, primary screen, cell-based, TR-FRET; Major prion protein (Homo sapiens), P04156; TR-FRET read-out; inhibition, % at 13.8 µM; hit rate 0.43% among 370,000; in the data active means inhibition above about 24%; further: 0% = median of the test wells and 100% = reference compound wells
FBA Mtb inh = Mtb FBA enzyme inhibitors, primary screen, biochemical, fluorescence, strain H37Rv; purified M. tuberculosis FBA, fluorescence read-out; Fructose-bisphosphate aldolase (Mycobacterium tuberculosis (strain ATCC 25618 / H37Rv)), …; hit rate 2.3% among 360,000; inhibition, % at 1 µM; in the data active means inhibition above about 27%;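 further: 0% = vehicle and 100% = reference inhibitor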
Target sequence (P9WQA3 whole entry, looked up): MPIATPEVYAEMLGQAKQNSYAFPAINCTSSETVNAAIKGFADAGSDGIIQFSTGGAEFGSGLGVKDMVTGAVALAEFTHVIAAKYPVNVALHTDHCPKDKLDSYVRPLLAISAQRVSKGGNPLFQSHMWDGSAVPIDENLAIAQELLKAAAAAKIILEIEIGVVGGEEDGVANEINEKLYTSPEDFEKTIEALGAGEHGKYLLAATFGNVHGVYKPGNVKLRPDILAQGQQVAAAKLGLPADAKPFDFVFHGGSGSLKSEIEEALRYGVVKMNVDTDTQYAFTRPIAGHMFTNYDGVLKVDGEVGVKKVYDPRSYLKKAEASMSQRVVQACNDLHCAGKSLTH
FadD28 FP inh = inhibitors of FadD28 bisubstrate probe binding, primary screen, biochemical, fluorescence polarization, single point. Mycobacterium tuberculosis FadD28 fatty-acid-AMP ligase. inhibition, % at 12.5 µM. hit rate 0.22% among 360,000. AID 588549, 2011; in the data active means inhibition above about 8.5%, passing the limit was not always enough; inconclusive means no clear call, values can overlap the other calls
GDH-TPI inh = GDH-TPI coupling enzyme inhibitors, primary screen, artefact control for M. tuberculosis FBA inhibitor project, biochemical, absorbance, full deck; hit rate 1.2% among 360,000; inhibition, % at 4.8 µM; AID 588335, 2011; GDH-TPI coupled enzyme counterscreen, NADH absorbance; in the data active means inhibition above about 30%;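 further: 0% = DMSO wells and 100% = wells lacking the enzyme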
Rv3671c protease = Rv3671c serine protease inhibitors, primary screen, biochemical, fluorescence polarization, M. tuberculosis H37Rv; P9WHR9; inhibition, % at 5.96 µM; hit rate 0.048% among 320,000; AID 2606, 2010; in the data active means inhibition above about 38%;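 further: extracellular domain of Rv3671c used as enzyme; 0% = enzyme with DMSO and 100% = no enzyme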
UGM FP inh = M. tuberculosis UGM enzyme inhibitors, primary screen, biochemical, fluorescence polarization, single point; purified UGM, fluorescence polarization probe displacement; inhibition, % at 10 µM; hit rate 0.06% among 320,000; in the data active means inhibition above about 10%, passing the limit was not always enough; inconclusive means no clear call, values can overlap the other calls
Target sequence (P9WIQ1 whole entry, looked up): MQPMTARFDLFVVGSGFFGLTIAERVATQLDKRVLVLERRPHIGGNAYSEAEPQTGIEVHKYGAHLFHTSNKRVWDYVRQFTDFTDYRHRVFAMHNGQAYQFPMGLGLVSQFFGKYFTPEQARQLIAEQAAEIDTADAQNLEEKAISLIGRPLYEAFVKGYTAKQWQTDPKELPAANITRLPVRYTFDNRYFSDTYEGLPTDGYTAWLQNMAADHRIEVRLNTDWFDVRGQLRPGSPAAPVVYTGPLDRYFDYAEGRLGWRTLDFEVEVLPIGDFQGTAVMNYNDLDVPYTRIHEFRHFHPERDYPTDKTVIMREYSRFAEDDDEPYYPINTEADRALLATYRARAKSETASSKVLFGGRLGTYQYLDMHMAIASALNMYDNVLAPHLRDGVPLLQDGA
MazEF act = activators of E. coli MazEF toxin-antitoxin RNase, primary screen, biochemical, fluorescence, uHTS; Endoribonuclease toxin MazF (Escherichia coli (strain K12)), P0AE70; FAM/BHQ RNA-DNA oligo cleavage fluorescence, 5 h; activation, % at 20 µM; hit rate 0.32% among 350,000; AID 504720, 2011; in the data active means activation above about 50%
Target sequence (P0AE70 whole entry, looked up): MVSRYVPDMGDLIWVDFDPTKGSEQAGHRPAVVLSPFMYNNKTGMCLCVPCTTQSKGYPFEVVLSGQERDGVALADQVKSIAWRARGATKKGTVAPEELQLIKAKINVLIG
An asterisk follows results filed as active; ? = inconclusive; . = not tested or not shown; & = joins results of further samples.

nr	Structure	Rv3671c protease	GDH-TPI inh	Mtb BioA inh	UGM FP inh	FadD28 FP inh	PrPC surface inh	MazEF act	BoNT F protease	FBA Mtb inh
1	O=c1[nH]c2ccc(NC(=S)NC3CCCCC3)cc2[nH]1	-1	2	-0.6	-1.6	-4.5	8	4	-4	-2
2	CCc1nc2ccc(C(=O)NCCCN3CCCC3=O)cn2c1N(C)CCC(C)C	.	4	4.5	.	-2.4	-8	.	-2	-4
3	COc1ccccc1/C=C(\NC(=O)c1cccc(C)c1)C(=O)Nc1ccccn1	-5	14	-0.1	-1.0	-0.1	0	8	-20	9
4	Cc1cc(C)cc(NC(=O)COC(=O)c2n[nH]c3ccccc23)c1	-2	-2	.	-0.1	-2.6	1	-4	-3	2
5	CC1CCN(c2ccc(C(=O)NCc3cccs3)cn2)CC1	-8	0	0.2	2.6	-1.9	23	0	3	0
6	COc1ccc(CNS(=O)(=O)c2cc3c(cc2C)N(C)CCO3)cc1	1	-3	-0.4	-0.9	-1.6	3	10	-4	1
7	COC(=O)C1(C(=O)OC)NOC2C(=O)N(c3ccccc3)C(=O)C21 (stereo unspecified)	-5	-10	-5.5	-1.4	0.6	-14	-5	0	3
8	COc1cc(CCC(=O)OCC(=O)N(CCC#N)c2ccccc2)cc(OC)c1OC	3	-8	3.3	-2.8	-2.3	-3	-5	2	-1
9	CCOc1ccc(NC(=O)C(CC(=O)O)Cc2ccc(C)cc2)cc1 (stereo unspecified)	.	3	2.6	1.2	-0.2	2	-1	?	2
10	CCc1ccc(OCC(=O)OCC(=O)NC2CCCC(C)C2C)cc1 (stereo unspecified)	-3	-5	-0.8	-3.6	-3.3	-5	-2	-8	-4
11	CN(C)c1nc(N)nc(CSc2nnnn2-c2ccc(Cl)cc2)n1	.	-10	-0.5&1.2	.	-2.9	6	.	1	0
12	COC(=O)CNC(=O)C(C)NC(=O)OCc1ccccc1 (stereo unspecified)	4	0	-4.5	-0.3	-2.3	-4	-23	-2	-1
13	COc1ccc2c(c1)c(C(O)CN1CCN(Cc3ccc4c(c3)OCO4)CC1)c(C)n2C (stereo unspecified)	15	0	27	3.5	-2.8	-6	8	0	2
14	CCOC(=O)N1CCN(S(=O)(=O)CCNC(=O)c2ccc(OC)cc2)CC1	-6	2	-0.2	0.5	1.0	2	-4	?	1
15	CC(C)NS(=O)(=O)c1ccc(NC(=O)C(C)Oc2ccc(C(=O)c3ccccc3)cc2)cc1 (stereo unspecified)	-27	2	.	-0.2	-3.9	3	-1	3	-3
16	CC(NC(=O)c1ccc(F)cc1Cl)C1CC2CCC1C2 (stereo unspecified)	4	0	-0.6	-0.1	-2.5	7	1	9	-1

Ordered by number of heavy atoms (low to high): some entries from above.
nr	Structure	Rv3671c protease	GDH-TPI inh	Mtb BioA inh	UGM FP inh	FadD28 FP inh	PrPC surface inh	MazEF act	BoNT F protease	FBA Mtb inh
7	COC(=O)C1(C(=O)OC)NOC2C(=O)N(c3ccccc3)C(=O)C21 (stereo unspecified)	-5	-10	-5.5	-1.4	0.6	-14	-5	0	3
14	CCOC(=O)N1CCN(S(=O)(=O)CCNC(=O)c2ccc(OC)cc2)CC1	-6	2	-0.2	0.5	1.0	2	-4	?	1
2	CCc1nc2ccc(C(=O)NCCCN3CCCC3=O)cn2c1N(C)CCC(C)C	.	4	4.5	.	-2.4	-8	.	-2	-4

(continued)
nr	Structure	Rv3671c protease	GDH-TPI inh	Mtb BioA inh	UGM FP inh	FadD28 FP inh	PrPC surface inh	MazEF act	BoNT F protease	FBA Mtb inh
17	Cc1nnc(NS(=O)(=O)c2ccc(F)cc2)s1	.	-1	-1.7	.	-1.5	2	1	2	0
18	COc1cc(Br)c(C2CC(=O)Nc3cc(OC)c(OC)cc32)cc1OC (stereo unspecified)	.	22	-4.7	1.4	-0.4	-2	10	?	4
19	O=C(NC(Cc1ccccc1)C(=O)O)/C(=C\c1ccc(Br)cc1)NC(=O)c1ccc(Br)o1 (stereo unspecified)	4	-12	0.6	1.8	.	3	2	0	0
20	O=C1NC(=O)C(c2cn(-c3ccccc3)nc2-c2ccc(F)cc2)N1 (stereo unspecified)	-1	7	-0.8	-0.1	-0.8	0	5	?	1
21	CCc1nc(Nc2ccc3c(c2)OCCO3)c2oc3ccccc3c2n1	-2	33*	1.1	-1.9	-0.2	7	-17	-8	-1
22	O=C(O)/C=C/C(=O)c1ccc2c(c1)NC(=O)CO2	-3	0	.	-0.6	-0.6	2	6	2	0
23	O=C(Nc1nc(-c2ccc3c(c2)OCCO3)cs1)c1ccc(S(=O)(=O)N2CCCCC2)cc1	-81	14	-0.1	0.1	-3.2	-3	-17	-8	2
24	O=C(COc1ccccc1)Nc1ccc2c(c1)C(=O)N(CC1CCCO1)C2=O (stereo unspecified)	-2	12	-0.4	1.1	-0.3	-4	9	0	0

Compounds above containing a Cl atom (2):
nr	Structure	Rv3671c protease	GDH-TPI inh	Mtb BioA inh	UGM FP inh	FadD28 FP inh	PrPC surface inh	MazEF act	BoNT F protease	FBA Mtb inh
11	CN(C)c1nc(N)nc(CSc2nnnn2-c2ccc(Cl)cc2)n1	.	-10	-0.5&1.2	.	-2.9	6	.	1	0
16	CC(NC(=O)c1ccc(F)cc1Cl)C1CC2CCC1C2 (stereo unspecified)	4	0	-0.6	-0.1	-2.5	7	1	9	-1

Next part
nr	Structure	Rv3671c protease	GDH-TPI inh	Mtb BioA inh	UGM FP inh	FadD28 FP inh	PrPC surface inh	MazEF act	BoNT F protease	FBA Mtb inh
25	CCc1cc(C)c(O)c(CC)n1	-11	3	-5.7	-0.5	-2.6	.	2	-7	3
26	COc1cccc(OC)c1C(=O)NC(=S)N1C[C@H]2C[C@H](C1)c1cccc(=O)n1C2	-5	5	-0.6	-0.3	0.6	-2	3	-1	0
27	COC(=O)C1=C(C(=O)OC)SC2(S1)C(C(=O)OC)=C(C(=O)OC)SC1=C2c2cccc(C)c2NC1(C)C	-16	5	-3.6	-1.5	0.7	5	3	-5	2
28	COC(=O)c1ccccc1NC(=O)N1CCN(S(C)(=O)=O)CC1	-6	4	.	-1.8	-0.1	-3	3	-4	13
29	CC(C)=NOC(=O)c1c(C)noc1-c1snnc1C	-4	3	0.9	2.3	-3.4	-3	13	?	2
30	O=C(O)c1ccc(N=Nc2c(O)ccc3ncccc23)cc1	-3	6	9.7	1.3	0.9	-20	-3	-22	-6
31	COc1ccccc1NC(=O)N(C)C[C@@H]1OCc2cn(nn2)CCCC(=O)N([C@@H](C)CO)C[C@H]1C	.	3	0.4&-2.6&-0.9	.	-0.1	2	3	-4	3
32	COC(=O)c1cccc(N2C(=O)c3ccccc3S2(=O)=O)c1	3	-4	-3.8	0.4	-2.5	6	1	6	-4
33	Cc1ccc(NC(=O)Cn2nc(C)c(S(=O)(=O)N(C)C)c2C)cc1C	-7	2	.	-0.1	-2.8	13	1	-13	-1
34	COc1cc(NC(=O)CSc2nc(=O)n(CCCN3CCOCC3)c3c2CCC3)cc(OC)c1	-2	13	1.0	-0.3	-5.5	-4	3	.	0
35	Cc1ccc(NC(=O)CN2C(=O)NC3(CCc4ccccc43)C2=O)cc1Cl (stereo unspecified)	1	-2	-0.9	0.6	-0.3	0	14	?	1
36	Cc1nc(SCC(=O)NCc2ccco2)c2c(C)c(C)sc2n1	-2	3	.	-0.4	-0.1	13	-2	21	-4
37	O=S(=O)(c1cnc[nH]1)N1CCN(C(c2ccc(F)cc2)c2ccc(F)cc2)CC1	-3	3	0.8	-1.7	-18	14	6	-1	0
38	O=[N+]([O-])c1cc(-c2ccn[nH]2)ccc1Cl	-3	7	.	-0.6	-0.8	-14	0	0	3
39	Cc1ccc(C(C)C)c(OC/C(O)=C(\C#N)c2nc3ccccc3[nH]2)c1	3	-2	.	1.5	-4.3	-4	6	-12	-2
40	COc1ccc2c(c1)C(=O)Nc1cc(Cl)ccc1N2	8	2	0.6	-1.6	0.9	-12	10	9	2
41	O=C(CSc1nnc(-c2ccccn2)n1Cc1ccccc1)N1CCCC1	3	-2	-3.0	2.4	-0.6	6	2	-7	84*
42	Nc1ncnc(N)c1NC(=O)c1cc(Cl)c(OCc2ccccc2)c(Cl)c1	.	8	.	.	-1.1	-6	-4	5	-3
43	CC(C)(C)OC(=O)NCCCCCc1cn([C@@H](CO)C(=O)NCCCCCCCCCCC(=O)N2CCN(C(=O)OC(C)(C)C)CC2)nn1	-1	-6	0.5	-0.6	-2.2	53*	7	1	2
44	O=C(CSc1ccc(Cl)cc1)N1CCOCC1	-5	-3	-2.6	2.2	15*	0	2	-10	-11
45	Cc1ccc(S(=O)(=O)N2CCCC2C(=O)NCc2ccc3c(c2)OCO3)cc1 (stereo unspecified)	-5	-3	.	1.1	0.7	0	3	2	0
46	O=C(NCCOc1ccccc1)C1Nc2ccc(C(F)(F)F)cc2C2c3ccccc3CC12 (stereo unspecified)	-34	-3	0.3	2.1	-1.4	-3	-1	-2	0
47	CN(Cc1ccccc1)C(=O)CCNS(=O)(=O)c1ccc2c(c1)oc(=O)n2C	6	-11	13	0.8	-2.0	4	-1	-3	-6
48	Cc1csc(-c2cnn(-c3ccccc3)c2NC(=O)c2cccc(C(F)(F)F)c2)n1	-12	-10	2.3	3.6	-10	-2	1	1	-6
49	C=CCc1cccc(/C=N/c2nc3ccccc3n2CC)c1O	10	-1	.	2.5	-2.6	0	9	2	0
50	CN(C)c1ccc(NC(=O)CCN2CCN(c3ccccn3)CC2)cc1	-14	7	34	0.0	-2.4	0	4	-38	1
51	CCOc1ncccc1C(=O)OCc1cccc([N+](=O)[O-])c1	10	-10	3.1	0.5	-1.9	-4	3	-8	4
52	O=C(Nc1nnc(-c2ccccc2F)s1)c1cccnc1	1	20	.	-0.1	-2.1	7	-1	2	6
53	Cc1ccc(C(=O)Nc2cccc(N3C(=O)C4CCC(C)CC4C3=O)c2)cc1 (stereo unspecified)	-1	2	3.0	-0.1	0.1	3	4	-8	0
54	CSc1nc(-c2ccccc2)cc(C(F)(F)F)c1C#N	-1	7	.	0.0	-0.3	-3	5	-1	2
55	Cc1cccc(-c2nnc(SCC#N)n2Cc2ccccc2)c1	1	3	15	-0.6	-2.6	-3	-4	-6	2
56	O=C(CCCc1ccccc1)N=C1SC2CS(=O)(=O)CC2N1c1ccccc1 (stereo unspecified)	3	8	-0.3	-1.4	-2.1	-4	3	-3	4
57	CCOC(=O)N1CCN(CC(=O)n2c(C)c(C)c3ccccc32)CC1	-11	-11	0.6	-1.0	-2.8	3	3	-2	-2
58	O=C(N/N=C1/CCS(=O)(=O)c2ccc(F)cc21)c1cccnc1	-1	-8	3.0	-0.1	-2.2	5	7	-2	-6
59	O=C(NC(NC(=S)Nc1ccc(Cl)cc1)C(Cl)(Cl)Cl)c1ccco1 (stereo unspecified)	-35	1	.	-2.7	-2.1	13	4	-17	-3
